Screens as filed in PubChem.
Mcl1-Bid inh: disrupts binding of human Mcl-1 to Bid peptide; Q07820; TR-FRET Mcl-1/Bid-Dy647 peptide binding, 1536-well; inhibition, % at 21.7 µM; 220,000 tested, 0.97% active; AID 1021;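 active = compounds that cut the binding signal by more than half at the single screening dose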;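 note: His-tagged Mcl-1 with europium anti-His antibody binding Bid BH3 peptide; 0% = Mcl-1 plus peptide wells and 100% = peptide-only wells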
Bim-Bcl-W: human Bim-Bcl-W interaction inhibition. Q92843. bead-based flow cytometry, Bim peptide-Bcl-W binding. inhibition, % at 10 µM. 190,000 tested, 0.02% active;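 note: 0% = bound tracer without compound and 100% = peptide blocker; higher means less fluorescent Bim peptide bound to Bcl-W beads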
Target sequence (Q92843 whole entry, looked up): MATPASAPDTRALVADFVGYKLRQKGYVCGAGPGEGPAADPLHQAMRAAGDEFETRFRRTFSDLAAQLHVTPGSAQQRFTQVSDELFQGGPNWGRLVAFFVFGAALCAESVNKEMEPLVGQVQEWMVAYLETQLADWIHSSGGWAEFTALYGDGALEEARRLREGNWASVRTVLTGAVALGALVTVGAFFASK
Bcl-XL Bim block: inhibitors of Bim-Bcl-XL interaction, human | Bim peptide-Bcl-XL binding, bead flow cytometry, fluorescence | inhibition, % at 10 µM | 190,000 tested, 0.04% active | Q07817 | AID 1007
RGS8-Gao reg: regulators of human RGS8-Galphao interaction | P09471 | multiplexed bead flow cytometry, RGS8-Galphao binding; actives lie on both sides | response (percent of control binding), % at 10 µM | 220,000 tested, 0.34% active | AID 1423; in the data active = response below about 60% or above about 140%; inactive = in between;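 note: Galphao activated as the GDP aluminium fluoride complex binding bead-coupled RGS8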
Target sequence (P09471 whole entry, looked up): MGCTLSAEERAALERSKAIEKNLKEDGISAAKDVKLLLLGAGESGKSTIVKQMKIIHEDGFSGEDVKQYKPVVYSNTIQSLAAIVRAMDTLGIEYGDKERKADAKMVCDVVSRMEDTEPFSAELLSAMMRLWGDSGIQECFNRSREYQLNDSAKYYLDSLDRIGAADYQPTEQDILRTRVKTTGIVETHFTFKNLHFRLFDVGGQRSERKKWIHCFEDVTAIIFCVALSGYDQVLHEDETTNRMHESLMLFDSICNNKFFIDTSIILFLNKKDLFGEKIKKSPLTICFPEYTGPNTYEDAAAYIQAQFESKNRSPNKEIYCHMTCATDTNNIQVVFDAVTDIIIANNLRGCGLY
Bim-Bcl-B: human Bim-Bcl-B interaction inhibition; 190,000 tested, 0.073% active; inhibition, % at 10 µM; AID 951; Q9HD36; bead-based flow cytometry, Bim peptide-Bcl-B binding;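 note: 0% = tracer peptide without compound and 100% = reference inhibitor peptide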
Target sequence (Q9HD36 whole entry, looked up): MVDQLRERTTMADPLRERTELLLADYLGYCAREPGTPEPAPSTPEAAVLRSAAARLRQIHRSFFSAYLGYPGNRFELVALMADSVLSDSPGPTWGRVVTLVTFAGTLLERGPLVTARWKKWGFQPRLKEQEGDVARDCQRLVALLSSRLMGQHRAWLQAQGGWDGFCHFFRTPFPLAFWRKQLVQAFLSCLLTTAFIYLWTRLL
Bim-Bfl-1: inhibitors of Bim-Bfl-1 interaction, human; 190,000 tested, 0.12% active; Bead-based flow cytometry, Bim-Bfl-1 binding inhibition; Q16548; inhibition, % at 10 µM; AID 1008;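 note: 0% = wells without compound plus tracer and 100% = blocker peptide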
Mcl-1 Bim block: inhibitors of Bim-Mcl-1 interaction, human; Bead-based flow cytometry, Bim peptide-Mcl-1 binding; inhibition, % at 10 µM; 190,000 tested, 0.1% active; AID 1009;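 note: 0% = no compound tracer wells and 100% = peptide blocker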
RGS7-Gao reg: modulates binding of RGS7 to human Galphao. Multiplexed bead flow cytometry; actives lie on both sides. binding response (% of control), % at 10 µM. 220,000 tested, 0.35% active; in the data active = binding response below about 49% or above about 150%; inconclusive = no clear call, values can overlap the other calls; inactive = in between;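 note: fluorescent Galphao held in activated GDP-AlF4 state binding bead-coupled RGS7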
Mcl1-Noxa inh: Mcl-1/Noxa interaction inhibition; TR-FRET Mcl-1/Noxa peptide binding, 2 h; inhibition, % at 21.7 µM; 220,000 tested, 1.5% active; AID 1022;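 active = compounds that cut the protein-peptide binding signal by more than 50% relative to plate controls in a single-dose test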;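 note: His-tagged Mcl-1 with rhodamine Noxa BH3 peptide and terbium anti-His antibody; 0% = Mcl-1 plus Noxa peptide wells and 100% = peptide-only wells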
RGS4-Gao reg: modulates binding of RGS4 to human Galphao; P09471; Multiplexed bead flow cytometry; actives lie on both sides; binding response (% of control), % at 10 µM; 220,000 tested, 0.33% active; in the data active = binding response below about 49% or above about 150%; inactive = in between;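 note: fluorescent Galphao activated with aluminum fluoride binding bead-coupled RGS4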
Bim-Bcl-2: disrupts Bim peptide binding to human Bcl-2 | 190,000 tested, 0.06% active | P10415 | inhibition, % at 10 µM | Bead-based flow cytometry, Bim peptide-Bcl-2 binding | AID 950; in the data active = inhibition above about 40%; inconclusive = no clear call, values can overlap the other calls;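 note: 0% = no compound wells with probe peptide and 100% = reference peptide inhibitor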
* marks the source's active call; other numbers are inactive results; ? = inconclusive; . = no result given. Cut-off read from the data, not from the text of the source, unless noted: active = inhibition above about 40%.

SMILES	Mcl1-Bid inh	Bim-Bcl-W	Bcl-XL Bim block	RGS8-Gao reg	Bim-Bcl-B	Bim-Bfl-1	Mcl-1 Bim block	RGS7-Gao reg	Mcl1-Noxa inh	RGS4-Gao reg	Bim-Bcl-2
O=C(Cn1cc2c(n1)CCCCC2)N1CCCCC1	-3	3	0	102	-4	-7	0	102	7	101	-6
COCCNC(=O)c1c[nH]c2ccc(OC)cc2c1=O	15	-4	2	100	-9	-11	-3	108	-2	101	-10
Cc1ccsc1CN1CC(=O)N(c2c(C)cccc2C)C1=S	-7	-4	-5	101	-7	-6	-4	105	5	102	-7
CCCCNC(=O)c1ccc(NS(=O)(=O)c2ccccc2)cc1	-22	0	-1	105	-8	-12	-3	98	19	97	-12
CCOC(=O)N1CCN(C(=O)COc2ccc(Cl)cc2C)CC1	11	1	3	101	7	4	0	102	-9	102	9
O=C(Nc1ccccc1Cl)c1cc[n+](Cc2ccc([N+](=O)[O-])cc2)cc1	-14	1	0	104	0	0	0	103	9	101	0
COc1ccc2[nH]cc(CCNC(=O)C3CCCO3)c2c1 (centres undefined)	-54	-2	-3	97	3	5	-3	104	8	102	0
COc1cccc2c(=O)cc(C)n(CC(=O)Nc3ccc(C)c(C)c3)c12	-13	4	4	101	2	-8	7	102	-2	101	-8
OC(COC(c1ccccc1)c1ccccc1)CN1CCN(c2ccccn2)CC1 (centres undefined)	-6	-6	-4	107	-6	-3	-4	101	-16	107	-4
COC(=O)n1c(=O)oc2cc(S(=O)(=O)N3CCCCC3)ccc21	-12	-1	15	102	-10	-13	-2	104	15	104	-12
COc1ccc(N2C(=O)CSC23C(=O)Nc2ccccc23)cc1OC (centres undefined)	-19	-3	0	97	-2	8	-4	96	14	98	0
COC(=O)c1sc2nc(SCc3cccc(Cl)c3)n(N)c(=O)c2c1C	5	-9	-11	95	-12	-1	-7	99	23	96	-6
COc1ccc(-n2c(C)c(C(C)=O)c3cc(O)ccc32)cc1	-3	0	0	101	-2	-3	0	98	20	100	-1
CCOC(=O)N1CCC(N(CCN(C)C)C(=S)Nc2cccc(Cl)c2)CC1	-35	0	0	102	-5	-3	0	110	12	102	-3
O=C(O)CC1(CC(=O)Nc2ccc3ccccc3c2)CCCCC1	-4	1	2	98	-3	-8	3	102	11	99	-2
c1ccc(C(Cc2nc(-c3ccncc3)no2)c2ccccc2)cc1	-13	-5	0	93	-4	-1	-2	92	8	90	-3
COc1ccccc1N(/N=C1\Sc2ccccc2C1=O)C(C)=O	-12	.	.	101	.	.	.	?	5	100	.
COc1cccc(-n2c(SCC(=O)Nc3ccc4c(c3)CCC4)nc3ccccc3c2=O)c1	-15	-1	-3	100	0	-9	-3	99	1	100	-4
CCCCC(=O)N1C/C=C\C(c2ccc(OC)cc2)N(Cc2ccc(F)cc2)C(=O)[C@H]1Cc1ccccc1 (some centres undefined)	-22	.	.	97	.	.	.	?	20	100	.
O=C(NCc1ccccc1)NC1CCCCC1	-18	2	1	102	3	0	0	103	0	101	0

Looked up above:
`COCCNC(=O)c1c[nH]c2ccc(OC)cc2c1=O` @ RGS7-Gao reg = 108
`c1ccc(C(Cc2nc(-c3ccncc3)no2)c2ccccc2)cc1` @ Mcl-1 Bim block = -2
`COc1ccc2[nH]cc(CCNC(=O)C3CCCO3)c2c1` (centres undefined) @ Bim-Bcl-B = 3
`COc1ccccc1N(/N=C1\Sc2ccccc2C1=O)C(C)=O` @ RGS8-Gao reg = 101
`CCOC(=O)N1CCN(C(=O)COc2ccc(Cl)cc2C)CC1` @ RGS8-Gao reg = 101

Reprinted at random: 3 compounds from above, in no set order.
SMILES	Mcl1-Bid inh	Bim-Bcl-W	Bcl-XL Bim block	RGS8-Gao reg	Bim-Bcl-B	Bim-Bfl-1	Mcl-1 Bim block	RGS7-Gao reg	Mcl1-Noxa inh	RGS4-Gao reg	Bim-Bcl-2
Cc1ccsc1CN1CC(=O)N(c2c(C)cccc2C)C1=S	-7	-4	-5	101	-7	-6	-4	105	5	102	-7
CCCCNC(=O)c1ccc(NS(=O)(=O)c2ccccc2)cc1	-22	0	-1	105	-8	-12	-3	98	19	97	-12
OC(COC(c1ccccc1)c1ccccc1)CN1CCN(c2ccccn2)CC1 (centres undefined)	-6	-6	-4	107	-6	-3	-4	101	-16	107	-4

Going on with the list.
SMILES	Mcl1-Bid inh	Bim-Bcl-W	Bcl-XL Bim block	RGS8-Gao reg	Bim-Bcl-B	Bim-Bfl-1	Mcl-1 Bim block	RGS7-Gao reg	Mcl1-Noxa inh	RGS4-Gao reg	Bim-Bcl-2
COCCn1c(=NC(=O)c2ccco2)sc2cc(C(=O)OC)ccc21	-26	-7	-11	101	-14	-15	-6	97	5	99	-11
Clc1ccc(-c2noc(/C=C/c3ccccc3)n2)cc1	-6	.	.	99	.	.	.	?	3	97	.
O=S1(=O)N=C(N(CCO)/N=C/C=C/c2ccccc2)c2ccccc21	-13	18	29	103	20	1	20	99	19	101	2
C=CCN1C(=O)C2C3C=CC(C2C1=O)C1C2C(=O)N(CC=C)C(=O)C2C31 (centres undefined)	-15	0	-1	99	-3	-8	0	96	-6	97	0
CCN(C(=O)c1cnc(OC)cc1C(F)(F)F)c1ccc(Cl)cc1Cl	1	.	.	93	.	.	.	?	-9	89	.
O=[N+]([O-])c1ccc(S(=O)(=O)CC(CN2CCOCC2)N2CCOCC2)cc1 (centres undefined)	-28	1	-2	100	-1	-5	0	100	-5	100	-4
CCCCCCCCCCSc1n[nH]c(N)n1	1	-6	-6	98	-5	-3	-5	96	8	99	-3
Cc1csc(NC(=O)c2ccccc2C(=O)O)n1	12	-2	-8	99	-5	-8	0	102	14	102	-3
CC(NC(=O)c1ccccc1)C(=O)N/N=C/c1cccc([N+](=O)[O-])c1 (centres undefined)	-7	-5	0	104	-2	-7	-2	102	-14	101	-2
CCCCc1ccc(/C=C2/C(=O)ON=C2c2ccccc2)s1	-4	-4	-5	103	-1	1	-4	109	7	104	2
CCN(CC)CCOC(=O)c1cccc(Br)c1	-10	-4	-7	100	-13	-15	-1	105	20	100	-9
Cc1cccn2c(CNCCCOc3cccnc3)c(C(=O)N3CCOCC3)nc12	-35	0	-1	101	-3	-7	0	97	16	100	-2
COc1ccccc1NC(=O)COc1cc(C)nc(C(C)C)n1	-11	1	-3	102	-10	-16	1	100	26	103	-5
CC(C)(C)NC(=O)NC(=O)COC(=O)C1=COCCO1	-85	6	-4	104	-6	-8	1	108	6	110	-4
C=C(C)COc1ccc(-c2n[nH]c(C)c2Oc2ccccc2OC)c(O)c1	17	-3	-10	100	-6	-19	0	98	13	99	-12
CC(=O)c1c(C)[nH]c(C(=O)OCc2ccccc2)c1C	1	-3	-5	95	-5	-9	-5	93	11	97	-4
CCOC(=O)C(CC)Sc1nc2c(c(=O)[nH]c(=O)n2C)n1C/C=C(/C)Cl (centres undefined)	13	6	-2	92	-15	-2	-6	95	2	89	-4
COc1ccc(C(=O)NCC(=O)N2CCc3ccccc3C2)cc1	-2	0	-2	101	0	4	-2	?	31	105	-1
CCC(=O)c1ccc(OCC(=O)NCC2(N3CCCCC3)CCCCC2)cc1	-3	0	-4	100	-2	-5	-1	101	-15	102	-2
CCCCCCC1CC(CSc2ncn[nH]2)OC1=O (centres undefined)	1	1	-2	103	-4	-11	3	104	2	103	-1
CCOC(=O)c1ccc(NC(=O)CSc2nnc(CNC(=O)c3c(F)cccc3Cl)o2)cc1	3	1	-1	101	0	-1	0	100	-10	99	0
O=C(Nc1ccc(Cl)c(Cl)c1)Nc1nccs1	3	.	.	102	.	.	.	?	15	103	.
CCSc1ccccc1C(=O)Nc1cccc(OC)c1	-12	2	-1	92	1	3	-2	93	-2	90	0
COc1ccc(C(=O)Nc2ccccc2C(=O)NCc2ccco2)cc1OC	-9	0	0	95	-2	0	-2	96	9	98	-6
Cc1nc2c3cc(Cl)ccc3n(CCN3CCCCC3)c2s1	-6	-1	-2	102	-7	-9	0	95	14	100	-10
Cc1noc(C)c1COc1cccc(C(=O)NC(C)(C)C)c1	1	-1	-3	101	-1	-2	0	?	13	97	-4
CCN(CC)S(=O)(=O)c1ccc2[nH]c(=O)cc(C(=O)Nc3ccc(C)c(S(=O)(=O)N(CC)CC)c3)c2c1	-1	0	-5	101	0	0	0	99	-1	101	1
CCOc1ccc2cc(C#N)c(SCC(=O)N3CCC(C)CC3)nc2c1	-22	5	3	101	0	0	0	104	-26	105	-1
COc1ccc(NCc2nnc(SCC(=O)NNC(=O)c3ccc(C)cc3)n2C)cc1	-54	2	1	100	0	0	3	101	-2	105	4
CCCC(=O)Nn1cnc2c(c1=O)C1(CCCC1)Cc1ccccc1-2	5	-5	-8	99	-9	-21	-7	99	15	100	-11
FC(F)(F)c1cc(-c2ccccc2)nc(-n2cc(Cl)cn2)n1	8	-2	0	100	0	-3	0	96	-1	100	-1
COc1ccc(-c2nc(O)c3cnccn23)cc1	-57	0	-4	76	-6	-15	1	81	20	83	-24
CCOC(=O)Cc1csc(NC(=O)c2cc(OC)cc(OC)c2)n1	-2	.	.	106	.	.	.	102	6	101	?
CCNC(=O)/C(=C/c1ccco1)NC(=O)/C=C/c1ccccc1	-12	-3	-2	96	-4	-1	-5	100	-4	103	-2

In the list so far, 2 have a tert-butyl group.
SMILES	Mcl1-Bid inh	Bim-Bcl-W	Bcl-XL Bim block	RGS8-Gao reg	Bim-Bcl-B	Bim-Bfl-1	Mcl-1 Bim block	RGS7-Gao reg	Mcl1-Noxa inh	RGS4-Gao reg	Bim-Bcl-2
CC(C)(C)NC(=O)NC(=O)COC(=O)C1=COCCO1	-85	6	-4	104	-6	-8	1	108	6	110	-4
Cc1noc(C)c1COc1cccc(C(=O)NC(C)(C)C)c1	1	-1	-3	101	-1	-2	0	?	13	97	-4
